D1 agonist – activates the human D1 dopamine receptor | P21728 | HEK293 T-REx D1 cells, calcium flux, agonist mode | activation, % at 2 µM | 1% of 360,000 active | AID 504660; in the data active = activation above about 30%; also: 0% is about no effect
Target sequence (P21728 whole entry, looked up): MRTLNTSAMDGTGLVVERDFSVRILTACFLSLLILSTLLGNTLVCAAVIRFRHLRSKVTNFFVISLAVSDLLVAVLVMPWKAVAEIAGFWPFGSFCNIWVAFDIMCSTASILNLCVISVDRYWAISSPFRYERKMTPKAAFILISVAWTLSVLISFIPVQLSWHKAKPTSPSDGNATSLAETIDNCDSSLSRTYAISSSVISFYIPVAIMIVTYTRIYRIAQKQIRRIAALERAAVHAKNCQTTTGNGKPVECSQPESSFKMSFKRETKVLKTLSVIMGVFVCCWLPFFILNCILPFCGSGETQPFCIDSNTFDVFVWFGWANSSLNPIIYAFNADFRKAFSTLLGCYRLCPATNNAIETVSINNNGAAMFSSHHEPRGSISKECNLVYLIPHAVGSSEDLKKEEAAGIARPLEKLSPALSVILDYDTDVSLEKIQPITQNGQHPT
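Inducible HEK293 T-REx D1 cells, force-coupled to calcium signalling, were plated at 4000 cells/well with tetracycline and held overnight at 30 C. After no-wash calcium dye loading, compound-evoked calcium rise over 180 s flagged agonists.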
D1 potentiator – human D1 dopamine receptor positive modulation. HEK293 TREx D1 cells, calcium flux, dopamine EC20 potentiation. AID 504651. P21728. potentiation, % at 10 µM. 0.036% of 360,000 active; in the data active = potentiation above about 30%; also: 0% is about no effect
Vif-APOBEC3F blk – inhibitors of Vif-A3F interaction. HeLa A3F-eYFP + Vif (tagged APOBEC3F with the HIV-1 protein that degrades it), YFP fluorescence increase. Potency, µM (highest dose often 46.1 µM), without a hit: at the top dose activity, negative = active. 0.2% of 390,000 active. AID 602313; also: potency is read from the fitted curve at half-maximal effect; % of control where 0% means no effect; nearly all actives have a fitted effect of over 65% in size
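HeLa cells stably expressing A3F-eYFP plus Vif, plated and incubated overnight at 37 deg C, then exposed to compounds overnight at 37 deg C. Blocked degradation read as raised yellow fluorescence (Ex 488/Em 500-530).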
Vif-APOBEC3G blk – inhibitors of Vif-APOBEC3G interaction | 0.076% of 410,000 active | Q9HC16 | HeLa A3G-eYFP + Vif (tagged APOBEC3G with the HIV-1 protein that degrades it), YFP fluorescence, overnight | Potency, µM (doses to about 46.1 µM), inactives show top-dose activity, negative = active, hits mostly inhibitors;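 also: potency is read from the fitted curve at half-maximal effect; % is scaled to controls: 0 for no effect and ±100 for the full control effect; nearly all actives have a fitted effect of over 60% in size; hits raise eYFP signal because A3G escapes Vif-driven loss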
Target sequence (Q9HC16 whole entry, looked up): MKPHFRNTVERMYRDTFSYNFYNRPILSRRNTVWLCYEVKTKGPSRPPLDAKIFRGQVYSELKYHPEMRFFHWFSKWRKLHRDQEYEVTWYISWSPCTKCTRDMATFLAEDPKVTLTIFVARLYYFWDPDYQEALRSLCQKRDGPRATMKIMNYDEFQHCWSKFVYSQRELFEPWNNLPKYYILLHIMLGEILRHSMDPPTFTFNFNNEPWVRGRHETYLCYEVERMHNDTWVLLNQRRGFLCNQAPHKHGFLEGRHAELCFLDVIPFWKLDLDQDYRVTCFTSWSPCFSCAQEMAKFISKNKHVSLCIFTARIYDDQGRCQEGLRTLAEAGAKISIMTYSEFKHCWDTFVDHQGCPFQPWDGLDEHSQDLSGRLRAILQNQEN
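HeLa cells stably expressing Vif and C-terminally eYFP-tagged A3G, seeded overnight at 37 deg C, then exposed to compound by pintool overnight at 37 deg C. Rise in yellow fluorescence (Ex 488/Em 500-530, Acumen) marks blocked Vif-driven A3G degradation.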
LDHA block – inhibitors of human lactate dehydrogenase A | AID 1347041 | 0.15% of 480,000 active | activity change, % (values are at about 110 or 230 µM) | P00338 | purified LDHA, NADH/diaphorase-resazurin fluorescence; active compounds read low; in the data active = activity change below about -30%; inconclusive = mostly about -25% to -30%;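 also: plate controls were DMSO wells for no effect and wells without enzyme for full effect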
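Enzyme activity of human lactate dehydrogenase 5 (2 nM; 0.06 mM NADH, 0.2 mM pyruvate, 5 min, RT) is measured via a resazurin/diaphorase fluorescence readout of residual NADH.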
RXFP1 agonist – RXFP1 (human) receptor agonism; Potency, µM (series often up to 57.5 µM), without a hit: at the highest dose activation, usual class: activators; HEK293T-RXFP1 cAMP TR-FRET, 30 min; response scale: percent of porcine relaxin response, buffer zero; 0.3% of 370,000 active; Q9HBX9; also: potency is read from the fitted curve at half-maximal effect; % is scaled to controls: 0 for no effect and ±100 for the full control effect; nearly all actives have a fitted effect of over 60% in size; many of its hits are not listed in these tables
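HEK293 cells stably expressing RXFP1, treated 30 min at 37C with compounds plus PDE4 inhibitor Ro 20174; cAMP measured by HTRF TR-FRET. Normalized to buffer and 29 nM porcine relaxin; EC50 by Hill fit.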
D2 PAM – positive allosteric modulators of human D2 dopamine receptor | P14416 | HEK293 T-REx D2, calcium flux, EC20 dopamine potentiation | potentiation, % at 10 µM | 0.34% of 340,000 active;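 active = potentiation over 3 SD above the plate norm, cut at about 30% in these data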; also: 0% is about no effect
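Using a no-wash calcium dye in inducible, force-coupled HEK293 Trex cells expressing D2, we tracked fluorescence each second for 180 s after compound, then for 180 s after EC20 dopamine to detect augmented signalling.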
GRP78 ERSR act – induces the endoplasmic reticulum stress response in human glioma cells. U87-MG GRP78 promoter luciferase reporter, 16 h. Potency, µM, for inactives: top-dose activation, hits mostly activators. 0.02% of 420,000 active. AID 602332; also: potency is read from the fitted curve at half-maximal effect; series mostly up to about 76 µM; % of control where 0% means no effect; nearly all actives have a fitted effect of over 35% in size
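Stably transfected U87-MG glioma cells carrying a GRP78-based luciferase sensor; 16 h compound incubation. Luminescence end-point read 10 min after Bright-Glo addition at room temperature.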
D1 antag – antagonists of human D1 dopamine receptor; P21728; HEK293 TREx D1 cells, calcium flux, dopamine EC80; active compounds read low; activity change, negative = inhibition, % at 10 µM; 3.2% of 360,000 active; in the data active = activity change below about -30%; also: % is scaled to controls: 0 for no effect and ±100 for the full control effect
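Inducible Hek293 Trex D1 cells (tetracycline, overnight, 30 C). Calcium dye 30–90 min RT. Antagonist mode: EC80 dopamine added after 180 s compound read.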
The depositor's hits bear a star; ? = inconclusive; · = not tested or not shown; & = joins results of further samples. Unless noted, calls follow the shape of the dose curve; as a rule, active = well fitted curve in the direction sought with a large enough effect; inconclusive = small, poorly fitted or top-dose-only effect, or another doubt; inactive = no such curve, though single readings can be large; an effect the other way counts as inactive or inconclusive. These rows are one share of the data; the hit share may differ from the screen's.

mol,D1 agonist,D1 potentiator,Vif-APOBEC3F blk,Vif-APOBEC3G blk,LDHA block,RXFP1 agonist,D2 PAM,GRP78 ERSR act,D1 antag
CCOC(=O)C1=C(N)OC(C)=C(C#N)C1c1ccco1 (centres undefined),-0.5,-11.1,-0.1%,-0.4%,5.5,1.6%,-8.4,-0.5%,0.5
COc1ccc(CC(=O)Nc2c(C(N)=O)oc3ccccc23)cc1,0.3,-0.6,0.0%,-2.5%,-5.9,1.6%,9.7,4.4%,-5.2
CS(=O)(=O)c1ccccc1-c1nnc(NC(=O)Cc2ccccc2)o1,2.0,-0.9,-8.2%,-1.5%,-1.9,-0.9%,-21.7,-2.0%,-6.1
CCCC(=O)Nc1c(-c2cccs2)c(=O)c2ccccc2n1CC,0.8,1.6,·,·,·,0.7%,-2.7,·,-17.5
Cc1cccc(NC(=O)CSc2nnc(CNC(=O)c3cccs3)o2)c1C,7.2,-2.3,-1.2%,1.3%,-13.2,-2.1%,-8.5,-8.2%,-14.4
CCOc1cc(N2CCOCC2)c(OCC)cc1NC(=O)C(NC(=O)c1c(F)cccc1F)C(C)C (centres undefined),·,·,-4.4%,0.1%,2.9,·,·,7.0%,·
COc1ccc(CC(=O)OC(C)C(=O)Nc2c(C)n(C)n(-c3ccccc3)c2=O)cc1OC (centres undefined),·,·,2.6%,1.6%,-2.5,·,·,-3.6%,·
Clc1ccccc1OCc1nnc2n1CCCCC2,1.7,-3.3,-6.4%,-2.8%,-2.6,-0.1%,-0.2,6.1%,2.8
Cc1ccc(CNc2ncccc2-c2nc3cc(Cl)ccc3o2)cc1,1.9,-9.3,-2.5%,0.0%,-2.7,2.4%,-0.5,-3.8%,2.6
Cc1ccc2nc(NC(=O)COC(=O)c3ccncc3)sc2c1,3.6,-2.9,-1.1%,-2.9%,-4.3,-0.2%,9.0,0.4%,-4.7
CN1CCc2nc(SCc3ccc(C(C)(C)C)cc3)c(C#N)cc2C1,2.7,1.5,-2.4%,0.1%,15.5,-1.8%,9.9,-2.2%,11.5
C[C@H]1CN([C@@H](C)CO)S(=O)(=O)c2ccc(Br)cc2O[C@@H]1CN(C)Cc1cccc(F)c1,·,·,-1.6%,-5.9%,1.7,·,·,-7.7%,·
CCCCC(=O)Nc1ccc(Br)cc1C(=O)O,0.1,7.9,7.5%,-0.1%,1.1,-1.6%,-6.6,3.3%,-14.6
CC1(C)Cc2c(sc3c2c(=N)n(Cc2ccco2)c(=O)n3Cc2ccc(Cl)cc2)CO1,1.8,-2.3,-1.6%,-8.4%,-1.2,2.6%,1.8,0.5%,7.6
COc1cccc(CNC(=O)CCCn2ncn3c(cc4occc43)c2=O)c1,1.0&-0.8,7.1&-3.0,1.7%,-1.5%,-8.2&-4.7,-0.3%&2.6%,-0.7&4.1,-1.5%,0.7&-18.2
N#CCCn1c(O)c(N=NC(=O)CNC(=O)c2cccs2)c2ccccc21,1.0,2.4,3.6%,-4.2%,1.2,-0.9%,-2.5,-3.6%,-2.3
CC(=O)NC1=NN(C(C)=O)C(c2ccc(C)cc2)S1 (centres undefined),1.1,-0.1,-14.1%,2.3%,-9.5,0.5%,-1.5,-2.1%,-8.2
CCOC(=O)c1c(NC(=O)Cc2cccs2)sc(C)c1C,3.1,-6.0,2.5%,-5.1%,2.3,2.9%,-11.6,-2.0%,0.7
O=C(COc1ccccc1)NCC1(N2CCCCC2)CCCCC1,-1.3,3.2,1.3%,-0.2%,-4.7,0.7%,·,-1.6%,-66.1*
N#CC1=C2N=C(N)c3ccccc3N2C2=C(C(=O)CCC2)C1c1ccc(Cl)cc1 (centres undefined),-1.8,-0.7,-15.9%,-25.4%,-3.4,1.0%,0.9,-4.1%,34.8
COC(=O)Cn1c(=O)c2c(nc3n2CCCN3Cc2ccccc2)n(C)c1=O,3.1,-4.0,-6.5%,-3.2%,-0.3,1.0%,14.8,-5.8%,1.3
c1ccc(CSc2ccc(-c3ccccn3)nn2)nc1,0.4,0.6,0.6%,1.8%,-4.1,-1.7%,-5.5,-8.8%,0.7
CCOC(=O)c1cnc2c(CC)cccc2c1NCCN1CCOCC1,5.7,2.9,-2.6%,0.4%,-5.4,1.0%,-4.4,-4.4%,4.0
CC1CCN(S(=O)(=O)c2ccc(C(=O)Nc3nnc(C4CC4)o3)cc2)CC1,-0.7,-2.8,0.1%,3.9%,0.9,-0.1%,4.9,-5.5%,23.7
Cc1ccccc1NC(=O)CC1C(=O)NCCN1C(=O)c1cccc(Cl)c1 (centres undefined),1.2&4.8,1.9&-5.3,0.3%&-8.7%,2.2%&-6.6%,-5.3&-3.7,0.2%&3.5%,-13.4&9.1,-4.2%&-5.2%,4.1&23.0

Structures above that have an aryl methoxy group, in the order listed:
mol,D1 agonist,D1 potentiator,Vif-APOBEC3F blk,Vif-APOBEC3G blk,LDHA block,RXFP1 agonist,D2 PAM,GRP78 ERSR act,D1 antag
COc1ccc(CC(=O)Nc2c(C(N)=O)oc3ccccc23)cc1,0.3,-0.6,0.0%,-2.5%,-5.9,1.6%,9.7,4.4%,-5.2
COc1ccc(CC(=O)OC(C)C(=O)Nc2c(C)n(C)n(-c3ccccc3)c2=O)cc1OC (centres undefined),·,·,2.6%,1.6%,-2.5,·,·,-3.6%,·
COc1cccc(CNC(=O)CCCn2ncn3c(cc4occc43)c2=O)c1,1.0&-0.8,7.1&-3.0,1.7%,-1.5%,-8.2&-4.7,-0.3%&2.6%,-0.7&4.1,-1.5%,0.7&-18.2

Next results
mol,D1 agonist,D1 potentiator,Vif-APOBEC3F blk,Vif-APOBEC3G blk,LDHA block,RXFP1 agonist,D2 PAM,GRP78 ERSR act,D1 antag
COc1ccc2sc(N3C(=O)C4CC=C(C)CC4C3=O)nc2c1 (centres undefined),3.5,1.3,-7.2%,-6.1%,2.3,0.5%,1.9,-1.9%,-0.9
COc1ccc(C2/C(=C(\O)c3ccc4c(c3)OCCO4)C(=O)C(=O)N2Cc2ccco2)c(OC)c1 (centres undefined),-0.9,-1.6,-4.2%,-0.3%,-1.3,13.2%,13.8,-3.7%,1.0
Cc1cc(C)nc(Sc2nc(Cl)nc(N(c3ccccc3)c3ccccc3)n2)n1,1.9,-0.2,-0.8%,?,-5.7,-2.2%,8.5,-4.9%,·
COc1cccc(NC(=O)CC(=O)c2ccc([N+](=O)[O-])cc2)c1,3.1,6.0,1.0%,4.1%,0.8,5.6%,-8.1,1.2%,15.2
COc1ccc(CNC(=O)C(=O)Nc2cccc(C)c2C)cc1,2.3,-3.2,-0.4%,2.6%,-11.2,-1.9%,4.4,-2.9%,-7.0
O=C(Nc1cccc(OC(=O)c2ccc(Br)o2)c1)c1ccccc1,4.4,-2.4,3.2%,-0.7%,-2.8,-2.6%,-0.2,6.7%,-1.6
COc1ccc(-c2onc(C)c2C)cc1S(=O)(=O)NCC1CCN(Cc2cccc(F)c2)CC1,6.2,0.3,2.3%,2.1%,5.8,1.5%,-0.6,-4.6%,-10.8
Cc1ccc(C2C(C#N)=C(N)Oc3n[nH]c(-c4cccs4)c32)s1 (centres undefined),-0.2,3.5,0.6%,1.0%,-3.0,1.2%,-6.7,0.4%,-0.3
COC(=O)CNC(c1ccccc1)c1cc(C)ccc1NC(=O)c1cccc(Cl)c1 (centres undefined),12.4,-6.3,-1.1%,0.1%,-4.5,1.6%,-3.0,-2.0%,2.9
C[C@]12c3[nH]c4ccc(Cl)cc4c3CCN1C(=O)[C@@H](CC(=O)NCCCn1ccnc1)C[C@@H]2C(=O)N1CCOCC1,·,·,0.6%,0.2%,-1.4,·,·,-4.3%,·
CC(=O)c1ccc(N2CCN(c3ncnc4c3c(-c3ccccc3)cn4-c3cccc(C)c3)CC2)cc1,-0.5,-2.6,2.1%,4.3%,-3.4,1.4%,-4.1,-2.0%,-2.1
O=C(NCCc1ccccc1)c1nnc(Cc2cccc(F)c2)o1,37.8*,-0.2,-8.9%,6.0%,-6.5,-4.3%,10.2,-0.9%,4.9
COc1ccc(C(=O)N2CCN(c3nc4cc(C)ccc4cc3C#N)CC2)c(OC)c1,11.5,-3.7,12.4%,0.9%,-0.9,-0.5%,1.6,-5.2%,-20.8
Cc1ccc(N(Cc2cccs2)C(=O)C(C)Oc2ccc(Cl)c(C)c2)cc1 (centres undefined),11.9,-1.9,-16.4%,-0.7%,9.1,-2.0%,-16.8,-1.2%,2.8
Cc1ccc(C)c(CN2CCC(CNC(=O)Cn3ncc4c([nH]c5ccccc54)c3=O)CC2)c1,-1.8,-0.2,-1.3%,-0.2%,-8.3,1.5%,-18.2,-1.9%,10.1
CCOc1ccc(-c2cc(C(=O)NCc3ccc(C)cc3)c3ccccc3n2)cc1,0.4,-2.8,-14.4%,2.2%,-3.5,8.8%,-8.4,-3.1%,3.5
Cc1cc2ccccc2nc1-c1ccccc1F,·,·,0.8%,0.2%,-18.4,·,·,0.1%,·
CC(C)CN(C(=O)COC(=O)c1ccc2ccccc2n1)C1CCS(=O)(=O)C1 (centres undefined),1.3,-6.0,0.8%,-2.5%,-4.1,2.9%,0.5,-7.4%,17.2
Cc1ccc2oc(C(=O)N(Cc3nccn3C)C(C)C)c(C)c2c1,2.0,-4.2,-3.9%,-12.5%,-0.8,1.6%,0.2,6.7%,1.7
CCC1(c2ccc(F)cc2)NC(=O)N(CC(=O)Nc2ccccc2Cl)C1=O (centres undefined),27.5,-2.1,2.9%,-1.3%,0.8,-1.0%,-3.2,-4.2%,0.7
Oc1ccc2ccccc2c1CN1CCCCC1,·,·,0.0%,-0.2%,25.2,·,·,-3.3%,·
O=C(Cc1csc(-c2cccc(F)c2)n1)Nc1cccc(S(=O)(=O)NC2=NCCC2)c1,·,·,0.6%,0.3%,-1.7,·,·,-3.7%,·
COC(=O)c1cc(C(=O)CC(C)C)c[nH]1,8.7,0.8,14.9%,-2.3%,0.3,-0.9%,10.0,3.3%,-1.0

Screening results from PubChem.
